From PubChem BioAssay
CHO-K1 Ca antag: M1 antagonist counterscreen hit in parental CHO-K1 cells; AID 602250; 360,000 tested, 0.6% active; inhibition, % at 3 µM; ATP-induced calcium, Fluo-8 fluorescence;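 active means inhibition above a per-plate cutoff, the plate's mean sample inhibition plus 3 SD, cut at about 24% in these data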;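 further: 0% = DMSO plus EC80 ATP and 100% = DMSO alone without ATP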
CHO-K1 Ca PAM: counter-screen for M1 PAMs: effect in parental CHO-K1 cells; ATP EC20, Fluo-8 calcium fluorescence; 0% at ATP EC20, 100% at ATP max; activation, % at 3 µM; 360,000 tested, 0.02% active;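 active means activation above the run cutoff, the mean activation of all test compounds plus 3 SD, cut at about 40% in these data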;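 further: peak over basal fluorescence ratio in a 140 s read after ATP addition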
TAAR1 agonist: agonists of human TAAR1; Q96RJ0; 360,000 tested, 0.99% active; activation, % at 3 µM; CHO RD-HGA16 TAAR1, Fluo-8 calcium fluorescence; vehicle wells 0%, saturating PEA agonist 100%; AID 624467;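 active means activation above the mean activation of all test compounds in the run plus 3 SD, cut at about 38% in these data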
Target sequence (Q96RJ0 whole entry, looked up): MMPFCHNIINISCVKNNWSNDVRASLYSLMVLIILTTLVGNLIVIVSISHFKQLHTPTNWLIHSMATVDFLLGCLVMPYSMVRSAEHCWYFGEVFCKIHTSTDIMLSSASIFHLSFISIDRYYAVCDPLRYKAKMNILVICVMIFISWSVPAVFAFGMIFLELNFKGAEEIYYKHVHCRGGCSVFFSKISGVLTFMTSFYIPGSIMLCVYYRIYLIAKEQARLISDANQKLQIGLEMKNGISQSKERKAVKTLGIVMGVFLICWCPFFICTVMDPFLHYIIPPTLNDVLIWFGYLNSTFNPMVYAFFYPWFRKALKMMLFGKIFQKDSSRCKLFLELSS
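Test system: RD-HGA16 (CHO) cells co-expressing Gα16 and hTAAR1 | Doses: Single dose, 3 µM | Schedule: 17-24 h seeding, 75 min 37 °C dye, 30 min RT | Evaluation: % activation from peak over basal fluorescence ratio, DMSO-to-PEA scaled | Technique: Kinetic Fluo-8 calcium fluorescence | Benchmarks: Low control DMSO, high control PEA (EC100)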
CHRM1 PAM: human CHRM1 positive allosteric modulation | 360,000 tested, 0.088% active | CHO-K1 hM1, Fluo-8 calcium fluorescence, ACh EC20; 0% = ACh EC20, 100% = maximal ACh | activation, % at 3 µM | AID 588819 | P11229; in the data active means activation above about 19%, passing the limit was not always enough
Target sequence (P11229 whole entry, looked up): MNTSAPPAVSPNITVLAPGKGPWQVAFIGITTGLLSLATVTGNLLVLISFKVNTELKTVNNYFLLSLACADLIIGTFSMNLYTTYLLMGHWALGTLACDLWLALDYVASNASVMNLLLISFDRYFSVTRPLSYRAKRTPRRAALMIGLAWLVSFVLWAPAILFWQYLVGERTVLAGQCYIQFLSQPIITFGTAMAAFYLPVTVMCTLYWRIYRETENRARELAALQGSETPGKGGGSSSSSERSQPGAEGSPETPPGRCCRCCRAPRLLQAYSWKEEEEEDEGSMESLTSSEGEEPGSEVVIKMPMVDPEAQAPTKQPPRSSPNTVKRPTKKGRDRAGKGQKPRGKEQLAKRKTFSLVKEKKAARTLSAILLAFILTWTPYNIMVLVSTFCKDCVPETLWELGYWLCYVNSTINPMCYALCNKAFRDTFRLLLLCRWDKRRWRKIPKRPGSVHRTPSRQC
TAAR1 antag: human TAAR1 antagonism. CHO RD-HGA16 TAAR1, Fluo-8 calcium fluorescence, antagonist. Q96RJ0. AID 624466. 360,000 tested, 1.5% active. inhibition, % at 3 µM;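 active means inhibition above a per-plate cutoff, the mean inhibition of test compounds on that plate plus 3 SD, cut at about 49% in these data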;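 further: 0% = DMSO plus EC80 beta-PEA response and 100% = DMSO alone without agonist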
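Material: RD-HGA16 CHO cells with stable hTAAR1 and Gα16; Dosing: single nominal final test compound concentration of 3 µM; Schedule: seeding 17-24 h prior, 75-min 37 °C, 30-min RT dye loading; Detection: kinetic Fluo-8 calcium fluorescence measurement; Measure: % inhibition from peak post-agonist over basal fluorescence ratio; Benchmarks: vehicle and agonist controls.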
M1 ag: agonists of human M1 muscarinic receptor. 360,000 tested, 0.33% active. activation, % at 3 µM. CHO-K1 hM1, Fluo-8 calcium fluorescence, agonist mode; 0% DMSO, 100% acetylcholine EC100. AID 588814;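 active means activation above the run's mean compound activation plus 3 SD, cut at about 16% in these data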;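 further: peak over basal fluorescence ratio within a 140 s kinetic read after compound addition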
CHRM1 antagonist: blocks human M1 muscarinic receptor. inhibition, % at 3 µM. AID 588852. 360,000 tested, 1.3% active. CHO-K1 hM1, Fluo-8 calcium fluorescence, ACh EC80 antagonist;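 active means percent inhibition above its own plate's cutoff, namely the mean of that plate's compound wells plus 3 SD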;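 further: peak over basal fluorescence ratio during 140 s after agonist addition; 0% = ACh EC80 plus DMSO and 100% = DMSO alone without agonist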
M1 ag parental: nonselective activator or artifact in parental CHO-K1 cells; Fluo-8 calcium fluorescence; scaled to maximal ATP response, vehicle zero; activation, % at 3 µM; 360,000 tested, 0.48% active; AID 602248; in the data active means activation above about 15%;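 further: untransfected CHO-K1 host cells lacking M1 receptor as counterscreen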
CHO parental Ca: counter-screen for OX1R antagonists: effect in parental CHO cells. parental CHO-K1, ATP-induced calcium, Fluo-8 fluorescence. inhibition, % at 5.6 µM. 330,000 tested, 0.63% active. AID 463079;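 active means inhibition above that plate's mean sample inhibition plus 3 SD, cut at about 26% in these data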;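 further: 0% = ATP-challenged DMSO wells and 100% = DMSO wells without ATP; some compounds past the cut are filed as inactive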
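Measured by: calcium-sensitive Fluo-8 fluorescence / Test system: CHO parental line / Controls: ATP-challenged DMSO wells low, unchallenged DMSO wells high / Measure: % inhibition / Compound: single nominal dose of 5.6 µM per compound / Replicates: single well per compound, no replicates / Reagent: ATP as calcium-mobilizing challenge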
Starred values were filed as active, the others as inactive; / = no result given.

Structure	CHO parental Ca	M1 ag	TAAR1 antag	TAAR1 agonist	CHO-K1 Ca antag	M1 ag parental	CHRM1 antagonist	CHRM1 PAM	CHO-K1 Ca PAM
Cc1ccc(-c2cc(C(=O)Nc3cc(C)ccc3C)[nH]n2)c(O)c1	4	-1	-3	2	-6	0.2	3	4	8
COc1ccc(OCC(=O)Nc2cc(-c3nn(C)c(=O)c4ccccc34)ccc2N2CCOCC2)cc1	-27	-3	-2	2	-3	0.8	-8	8	-7
COc1ccc(N(CC(=O)N2c3ccccc3CC2C)S(=O)(=O)c2c(C)noc2C)cc1 (stereo not drawn)	-2	-6	17	6	2	1.6	-6	2	0
Cc1cc(C)cc(C(=O)N2CCN(Cc3ccc4c(c3)OCO4)CC2)c1	-11	-6	-12	1	-1	-0.3	-19	14	7
CSCCC(NC(=O)c1ccccc1Cl)C(=O)OCC(=O)N1CCCC1=O (stereo not drawn)	-9	2	1	1	1	0.8	-17	4	-13
CCCOc1ccc(C2C(=O)N(C3CCCCC3)CC(=O)N2CCCOCC)cc1OC (stereo not drawn)	-5	-1	11	9	-5	0.3	-10	7	0
COCCCN(C(=O)Cc1coc2cc(C)c(C)cc12)c1c(N)n(Cc2ccccc2)c(=O)[nH]c1=O	-5	-1	-9	0	2	1.3	-8	4	10
O=C(O)CCC(=O)N1CCc2cc(S(=O)(=O)N(CCc3ccccc3)Cc3ccccc3)ccc21	0	1	-7	4	-16	0.1	-30	10	23
Cc1ccc(S(=O)(=O)N2CCOCC2)cc1NC(=O)COC(=O)c1ccco1	/	-3	-4	1	-7	0.6	-7	5	9
Cc1ccccc1S(=O)(=O)Nc1nc2ccccc2nc1Cl	2	-4	-2	-1	-2	0.5	-2	4	0
O=C(CNC(=S)N(Cc1ccccc1)Cc1cccnc1)NCCc1ccccc1	-11	-6	-5	7	-8	1.5	-13	8	17
CCOC(=O)CSc1nnc(CCCCCN2C(=O)c3cccc4cccc(c34)C2=O)o1	-12	-11	-15	0	-2	4.3	7	2	25
CC(=O)NC(=S)Nc1ccccc1C(=O)Nc1ccccc1	4	-6	-7	1	-3	0.0	-10	11	15
Cc1ccc(S(=O)(=O)N2CCOCC2)cc1C(=O)NCc1ccccn1	-9	-3	-14	3	-11	0.1	-10	7	11
COc1ccc(OC)c(Nc2nc(N)nc(-c3cc4ccccc4o3)n2)c1	16	6	10	7	21	0.1	-15	-4	-8
O=C(NCc1ccccc1)C1=C[C@@H](c2ccccc2)C[C@@H](OCCCCO)O1	-11	-2	-8	16	-9	-0.7	-6	20	7
CCc1ccc(OCC(=O)N2c3ccccc3CCc3ccccc32)cc1	-8	-6	13	4	-3	0.6	3	-6	10
O=C(/C=C/Nc1ccc(Br)cn1)c1cccc(OC(F)F)c1	-19	-4	20	2	3	-0.1	7	1	5
O=C(O)CSCC(=O)NCc1ccccc1	1	-2	4	1	-13	0.8	-1	6	13
CCC1C/C(=C\c2cc(OC)c(OC)cc2OC)C(=O)/C(=C/c2cc(OC)c(OC)cc2OC)C1 (stereo not drawn)	-3	-2	/	/	-7	2.0	-1	3	3
COc1ccc(C(=O)NC(=S)NCCc2ccccc2)cc1	-11	-11	-23	-1	-14	0.1	1	-17	11
CCC1NC(=O)c2cccnc2-n2c1nc1ccc(F)cc1c2=O (stereo not drawn)	/	0	-22	3	6	0.4	-17	16	1
Nc1nnn(CC(=O)N/N=C/c2ccncc2)n1	0	2	-11	2	-8	0.4	-11	19	2
O=C(Nc1cccc(S(=O)(=O)N2CCCCC2)c1)c1cccs1	-13	0	-10	1	1	5.5	-13	5	2
Cc1c(C)c2ccc(OCC(=O)N3CCN(c4ccc(F)cc4)CC3)c(C)c2oc1=O	-8	1	-1	2	-11	2.2	-11	6	23
O=[N+]([O-])c1ccc(N2CCCCC2)cc1N1CCOCC1	-2	-10	-25	7	-11	0.1	-9	7	12
CCOC(=O)Cc1cc(=O)n2[nH]c(C)c(-c3ccc(OC)cc3)c2n1	6	-2	7	2	-5	0.0	-1	-14	4
Cn1ncc(Br)c1C(=O)NC1C2CC3CC(C2)CC1C3 (stereo not drawn)	-25	-5	9	4	-5	0.0	-8	2	18
Cn1nc(C(=O)Nc2ccc(S(=O)(=O)N3CCCCC3)cc2)c2ccccc2c1=O	-10	-6	96*	-2	-15	2.8	0	1	15
CCCCOCCCNC(=O)N[C@H](C(=O)OC)C(C)C	-2	-3	-1	-2	-11	1.1	-8	6	20

More entries.
Structure	CHO parental Ca	M1 ag	TAAR1 antag	TAAR1 agonist	CHO-K1 Ca antag	M1 ag parental	CHRM1 antagonist	CHRM1 PAM	CHO-K1 Ca PAM
CC(C)C(C)NC(=O)COc1ccc(S(=O)(=O)N2CCOCC2)cc1Cl (stereo not drawn)	-12	-1	0	17	-5	1.0	0	8	-6
CN(C)c1ccc(C(=O)N2CCCC2)cc1	2	-6	2	7	2	-0.8	-1	0	-2
O=[N+]([O-])c1ccc(C(O)CN2CCN(Cc3ccccc3)CC2)cc1 (stereo not drawn)	-10	-10	3	0	-18	1.4	-2	-4	16
O=C1C2C3C=CC(C2C(=O)N1c1nccs1)C1C(=O)N(c2nccs2)C(=O)C31 (stereo not drawn)	-7	0	-18	1	-6	0.1	0	7	2
COc1ccc(CC(=O)OCC(=O)c2c[nH]c3ccccc23)cc1	-8	-1	9	7	-24	3.8	-6	3	18
Cc1nnc(SCC(=O)N(CC(C)C)C2CCS(=O)(=O)C2)s1 (stereo not drawn)	4	-3	4	8	-9	0.5	-12	12	7
O=C(OCC(=O)N1CCN(S(=O)(=O)c2ccc(Cl)cc2)CC1)C1CCC1	-17	1	3	3	-3	1.0	2	2	13
COc1ccc(C2C3=C(OC(C)=O)c4ccccc4C3=Nc3c2c(=O)n(C)c(=O)n3C)cc1 (stereo not drawn)	-10	-1	-3	0	7	1.6	18	-7	0
CCCCSc1nnc(-c2cc(Br)ccc2N)c(=O)[nH]1	2	-3	3	1	-23	1.1	-11	8	25
CCCC1(c2ccccc2)NC(=O)N(CC(=O)Nc2ccccc2C(F)(F)F)C1=O (stereo not drawn)	-4	5	-12	12	-5	6.3	2	11	-5
COc1ccc(CCn2c(NCc3ccco3)nc3c2c(=O)[nH]c(=O)n3C)cc1	-4	-2	0	1	-9	0.2	-5	5	16
COc1cc(C2C(C#N)=C(N)Oc3c2ccc2ccccc32)ccc1OCC(=O)Nc1ccccc1C (stereo not drawn)	-9	-6	-11	12	-10	0.2	-12	9	19
CCOC(=O)C1CCN(C(=O)CS(=O)(=O)Cc2nc(-c3ccccc3Cl)oc2C)CC1	-15	1	1	1	-1	7.3	10	-12	9
Cc1ccc(S(=O)(=O)N2CCC(C(=O)OCC(=O)N(Cc3ccccc3)C(C)C)CC2)cc1C	/	-2	-16	-2	5	-0.1	-7	1	-9
Nc1cc(N)nc(SCC(=O)N2CCN(C(=O)c3ccco3)CC2)n1	-4	-3	12	-2	-27	0.2	-10	5	17
CC(=O)c1ccccc1N(C(=O)c1ccco1)C(C(=O)NC1CCCC1)c1ccc(N2CCOCC2)cc1 (stereo not drawn)	-17	-4	-6	-1	-15	0.2	-5	7	12
O=C(CC1NCCNC1=O)Nc1ccc2c(c1)OCCO2 (stereo not drawn)	-6	-4	13	2	-11	0.2	-3	4	10
CN(Cc1ccccc1)C(=O)c1ccc(NC(=O)Cc2ccc(NC(=O)C3CCCN(C(=O)C4CCCCC4)C3)cc2)cc1 (stereo not drawn)	/	-4	-9	-1	-8	-0.2	3	8	22
O=C(Nc1cccnc1)c1ccccc1F	-2	-1	1	7	6	0.3	7	-4	0
CN(Cc1ccccc1)Cc1cc(=O)oc2ccc3ccccc3c12	/	-5	7	0	-22	-0.1	3	-13	2
COc1ccc(COC(=O)C2CCN(S(=O)(=O)c3ccc(C)cc3)CC2)cc1	-1	-4	-5	5	-8	1.7	3	-3	2
Cc1nc2cc(-c3ccccc3)nn2c(C)c1CCC(=O)NCc1ccco1	-14	-4	-16	-3	-4	1.2	-8	8	27
COc1ccc(Br)c(OC)c1C(=O)NC(=O)Nc1nc(C)cc(C)n1	-16	-7	-34	1	-6	0.8	-6	4	6
O=S(=O)(NCc1cccs1)c1cccc2cccnc12	-8	-2	6	3	-1	0.3	-4	6	-1
Cc1ccc(C)c(NC(=O)C2CC(O)CN2C(=O)OC(C)(C)C)c1 (stereo not drawn)	1	-3	0	1	-7	0.0	-7	5	14
CC(=O)Nc1ccc(N/C=C/C(=O)C(C)(C)C)cc1	-8	-4	-7	9	-10	0.9	-5	4	15
O=C(CSCc1nc2scc(-c3cccs3)c2c(=O)[nH]1)Nc1ccccn1	-13	-2	-16	4	2	1.0	7	1	-14
CN(C)c1nnnn1-c1cccc(Oc2ncc(C(F)(F)F)cc2Cl)c1	-5	-5	-5	2	-8	2.0	-1	4	18
O=C(Nc1ccc(Cl)c(Cl)c1)N1CCOCC1	/	-4	7	6	-2	5.4	5	-3	18
N[C@@H](Cc1ccccc1)C(=O)N1CCC(C(=O)N[C@@H](CCC(=O)O)C(=O)O)CC1	-8	-1	7	-1	-6	0.4	-11	15	-6

(next part)
Structure	CHO parental Ca	M1 ag	TAAR1 antag	TAAR1 agonist	CHO-K1 Ca antag	M1 ag parental	CHRM1 antagonist	CHRM1 PAM	CHO-K1 Ca PAM
COC(=O)C1CCN(C(=O)Cc2ccc(OC)c(OC)c2)CC1	-17	2	-7	8	13	-0.3	7	6	-6
C[C@@H]1CN([C@H](C)CO)C(=O)Cc2cc(NC(=O)CCC(F)(F)F)ccc2O[C@@H]1CN(C)C(=O)NC1CCCCC1	-9	-2	-8	6	-14	0.2	-1	1	6
O=C(NCc1ccccn1)c1c(O)c2cccc3c2n(c1=O)CC3	-28	-5	-20	2	-7	0.0	-11	6	17
CC(/C=N/N1CCN(c2ccccc2)CC1)=C\c1ccccc1	-1	-4	/	/	-14	0.7	-4	1	16
Cc1ccc(F)cc1NC(=O)COC(=O)C1CC2CCCC(C1)C2=O (stereo not drawn)	/	-3	-11	5	16	-0.1	16	-10	-15
CCOC(=O)Cn1c(=NC(=O)C(C)C)sc2c(C)cc(C)cc21	-19	-1	-23	4	-13	0.7	-7	2	19

Retrieved one by one from the list above, 2 records:
Structure	CHO parental Ca	M1 ag	TAAR1 antag	TAAR1 agonist	CHO-K1 Ca antag	M1 ag parental	CHRM1 antagonist	CHRM1 PAM	CHO-K1 Ca PAM
C[C@@H]1CN([C@H](C)CO)C(=O)Cc2cc(NC(=O)CCC(F)(F)F)ccc2O[C@@H]1CN(C)C(=O)NC1CCCCC1	-9	-2	-8	6	-14	0.2	-1	1	6
CC(/C=N/N1CCN(c2ccccc2)CC1)=C\c1ccccc1	-1	-4	/	/	-14	0.7	-4	1	16
